Wee1 degr inh: Wee1 degradation inhibitors, primary screen, cell-based, HeLa, Wee1K328M-luciferase, luminescence; reporter increase, % at 5 µM; Wee1-like protein kinase (Homo sapiens), P30291; HeLa Luc-Wee1K328M stability; 100% = proteasome inhibitor MG132 effect; 1.2% of 220,000 active; AID 1321, 2008;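 active means activation above the mean of all tested compounds plus 3 SD, set per screening run, cut at about 8.8% in these data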;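 further: cells exposed to compound for 20 h before luminescence read; 0% = DMSO alone and 100% = MG132 at 30 µM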
eIF4E 4G PPI: eIF4E–eIF4G protein interaction inhibitors, primary screen, biochemical, uHTS, TR-FRET, eIF4GI fragment | Eukaryotic translation initiation factor 4E (Mus musculus) + Eukaryotic translation … | TR-FRET eIF4E-eIF4GI(517-606) binding, 2 h | inhibition, % at 21.7 µM | 0.37% of 220,000 active | AID 782, 2007;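 active means inhibition above about 30%, limit read from the data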;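 further: 0% = full FRET control wells and 100% = background wells lacking eIF4GI fragment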
Target sequence (P63073 whole entry, looked up, the tested form may be a part): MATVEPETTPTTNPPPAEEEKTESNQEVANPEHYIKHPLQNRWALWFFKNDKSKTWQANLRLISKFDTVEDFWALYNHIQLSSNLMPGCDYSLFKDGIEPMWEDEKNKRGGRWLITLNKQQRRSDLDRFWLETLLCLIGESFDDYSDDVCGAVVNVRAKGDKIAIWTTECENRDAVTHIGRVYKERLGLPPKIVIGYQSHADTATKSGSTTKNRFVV
Target sequence (Q04637 whole entry, looked up, the tested form may be a part): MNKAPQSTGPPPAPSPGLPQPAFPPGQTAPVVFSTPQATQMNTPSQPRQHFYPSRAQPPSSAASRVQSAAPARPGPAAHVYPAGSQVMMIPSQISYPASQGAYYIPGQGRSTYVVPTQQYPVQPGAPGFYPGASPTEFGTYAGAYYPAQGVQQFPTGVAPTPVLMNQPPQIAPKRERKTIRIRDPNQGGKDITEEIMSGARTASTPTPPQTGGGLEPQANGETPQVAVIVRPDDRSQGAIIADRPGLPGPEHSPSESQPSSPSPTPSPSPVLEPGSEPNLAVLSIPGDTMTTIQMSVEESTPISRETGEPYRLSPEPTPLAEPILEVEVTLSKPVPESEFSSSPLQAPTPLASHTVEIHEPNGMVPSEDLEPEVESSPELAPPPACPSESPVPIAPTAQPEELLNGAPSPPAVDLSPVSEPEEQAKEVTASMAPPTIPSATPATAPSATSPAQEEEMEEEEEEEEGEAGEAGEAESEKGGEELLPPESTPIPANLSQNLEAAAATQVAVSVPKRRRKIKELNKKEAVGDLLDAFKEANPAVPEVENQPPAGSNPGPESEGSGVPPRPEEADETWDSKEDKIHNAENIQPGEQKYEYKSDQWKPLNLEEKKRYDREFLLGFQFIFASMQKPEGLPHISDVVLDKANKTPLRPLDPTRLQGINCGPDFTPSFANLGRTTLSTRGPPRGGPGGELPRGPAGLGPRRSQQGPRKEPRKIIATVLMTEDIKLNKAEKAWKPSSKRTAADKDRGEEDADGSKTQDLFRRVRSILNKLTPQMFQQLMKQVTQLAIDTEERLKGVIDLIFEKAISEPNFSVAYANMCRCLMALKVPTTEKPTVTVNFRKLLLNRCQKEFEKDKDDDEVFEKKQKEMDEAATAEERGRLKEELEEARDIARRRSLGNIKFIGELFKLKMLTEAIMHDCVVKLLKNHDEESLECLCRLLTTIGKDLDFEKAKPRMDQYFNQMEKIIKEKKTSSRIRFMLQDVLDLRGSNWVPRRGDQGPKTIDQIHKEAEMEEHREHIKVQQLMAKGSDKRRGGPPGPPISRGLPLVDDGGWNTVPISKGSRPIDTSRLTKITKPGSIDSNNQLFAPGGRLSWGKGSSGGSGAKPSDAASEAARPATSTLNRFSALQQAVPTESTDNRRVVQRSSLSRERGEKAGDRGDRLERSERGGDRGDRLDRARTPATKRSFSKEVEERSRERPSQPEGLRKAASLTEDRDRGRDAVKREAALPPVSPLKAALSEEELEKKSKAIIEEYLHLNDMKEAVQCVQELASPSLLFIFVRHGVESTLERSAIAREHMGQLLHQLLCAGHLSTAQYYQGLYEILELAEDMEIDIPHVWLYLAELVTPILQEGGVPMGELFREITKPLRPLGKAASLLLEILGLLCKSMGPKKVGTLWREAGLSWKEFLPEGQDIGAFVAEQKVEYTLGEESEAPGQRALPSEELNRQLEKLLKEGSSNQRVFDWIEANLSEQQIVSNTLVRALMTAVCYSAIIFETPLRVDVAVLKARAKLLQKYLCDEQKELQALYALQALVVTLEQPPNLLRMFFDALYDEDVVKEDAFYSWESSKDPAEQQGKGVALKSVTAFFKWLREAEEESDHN
MDM2 E3 inh: MDM2-luciferase reporter signal enhancers, primary screen, MDM2 E3 ligase inhibitor project, cell-based, luminescence, 1536-well; E3 ubiquitin-protein ligase Mdm2 (Homo sapiens), Q00987; cell-based MDM2 ubiquitination luciferase reporter, 2 h; 0 = plate control, 100 = twice control, blank-subtracted; signal enhancement, % at 5 µM; 0.11% of 210,000 active;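 active means signal enhancement of 30% or more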;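 further: luminescence tracks abundance of the self-degrading MDM2-luciferase fusion protein; higher signal means inhibition of MDM2 E3 ligase activity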
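Timing – 2 h compound exposure at 37 °C · Assay system – mammalian cells stably expressing self-ubiquitinating, self-degrading MDM2 E3–luciferase fusion · Amount – 2000 cells seeded into each well · Measure – % luminescence enhancement versus blank-corrected plate control mean · Measured by – SteadyLite luminescence, 15 min reagent step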
NPY-Y2 PAM-ag: NPY-Y2 potentiators or agonists, primary screen, cell-based; activation, % at 3.6 µM; 0.45% of 220,000 active; Neuropeptide Y receptor type 2 (Homo sapiens), P49146; cells expressing NPY-Y2, potentiator/agonist read-out; in the data active means activation above about 27%;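 further: cells stimulated with NPY near EC25 plus isoproterenol at EC100; 0% = vehicle plus submaximal agonist and 100% = vehicle plus saturating agonist; some results beyond the cut were filed as inactive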
Ba/F3 V617F tox: reduced viability of JAK2V617F-dependent Ba/F3 cells, primary screen, JAK2V617F inhibitor project, cell-based, Ba/F3 EpoR-JAK2V617F, luminescence | ATP luminescence | 1.1% of 220,000 active | inhibition, % at 5.6 µM;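 active means inhibition above the campaign mean plus 3 SD over all tested compounds, cut at about 24% in these data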;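 further: cytokine-independent growth of Ba/F3 cells driven by EpoR plus mutant JAK2; 0% = DMSO-treated cells and 100% = JAK inhibitor I control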
PERK inh: block of dimerizer-induced PERK translation repression, primary screen, PERK inhibitor project, CHO PERK-DD cells, SEAP luminescence, HTS; Eukaryotic translation initiation factor 2-alpha kinase 3 (Homo sapiens), Q9NZJ5; CHO PERK-DD fusion, SEAP luminescence translation reporter; inhibition, % at 5.6 µM; 0.17% of 220,000 active;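 active means inhibition above the mean inhibition of all tested compounds plus 3 SD, set separately per screening campaign, cut at about 2.9% in these data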;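 further: PERK kinase domain activated by AP20187 dimerizer at 100 nM; 0% = DMSO with dimerizer and 100% = rapamycin at 8.4 µM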
BaF3 tox: parental Ba/F3 cell viability inhibition, counter-screen for JAK2V617F inhibitor project, murine pro-B, CellTiter-Glo luminescence; 1.1% of 220,000 active; inhibition, % at 5.6 µM; CellTiter-Glo ATP luminescence;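 active means inhibition above a per-campaign cutoff, the mean inhibition of all tested compounds plus 3 SD, cut at about 27% in these data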;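 further: 0% = DMSO wells and 100% = JAK Inhibitor I control wells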
S1P4 antag: S1P4 receptor antagonists, primary screen, cell-based; Sphingosine 1-phosphate receptor 4 (Homo sapiens), O95977; S1P4-expressing cells, antagonist mode, reporter read-out; inhibition, % at 4.98 µM; 0.26% of 220,000 active; AID 1510, 2009; in the data active means inhibition above about 29%;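 further: 0% = wells stimulated with agonist and 100% = vehicle wells without agonist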
S1P4 agonist: S1P4 receptor agonists, primary screen, cell-based. 0.35% of 220,000 active. Sphingosine 1-phosphate receptor 4 (Homo sapiens), O95977. AID 1509, 2009. S1P4-expressing cell line, agonist reporter assay. activation, % at 4.98 µM; in the data active means activation above about 11%;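 further: 0% = DMSO vehicle and 100% = reference agonist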
An asterisk follows results filed as active; [ ] = another dose, or the depositor's remark.

For O=C(CCCCn1c(=O)c2ccccc2n(CC(=O)NC2CCCC2)c1=O)NCc1ccco1 the results were Wee1 degr inh 1, eIF4E 4G PPI -8, MDM2 E3 inh 3, NPY-Y2 PAM-ag -2, Ba/F3 V617F tox -1, PERK inh 0.1, BaF3 tox 0, S1P4 antag -12 and S1P4 agonist 0.8.
`COc1ccccc1NS(=O)(=O)c1cccc(C(=O)N/N=C(\C)c2ccc(-n3ccnc3)cc2)c1` gave Wee1 degr inh 1, eIF4E 4G PPI -2, MDM2 E3 inh 5, NPY-Y2 PAM-ag 7, Ba/F3 V617F tox 0, PERK inh -0.3, BaF3 tox 4, S1P4 antag -17 and S1P4 agonist -1.7.
For CCCCNC(=O)OCCNC(=O)NC the results were Wee1 degr inh -1, eIF4E 4G PPI -4, MDM2 E3 inh -14, NPY-Y2 PAM-ag 0, Ba/F3 V617F tox -4, PERK inh 0.6, BaF3 tox 1, S1P4 antag -17 and S1P4 agonist 0.9.
CCCn1nnnc1-c1cc(Cl)cc(Cl)c1 was read as Wee1 degr inh -3, eIF4E 4G PPI 1, MDM2 E3 inh -12, NPY-Y2 PAM-ag 1, Ba/F3 V617F tox 3, PERK inh 1.0, BaF3 tox 8, S1P4 antag -2 and S1P4 agonist -0.6.
`O=C(COC(=O)c1ccc(Cl)nc1)c1ccc2c(c1)OCCO2` gave Wee1 degr inh 1, eIF4E 4G PPI 1, MDM2 E3 inh -29, NPY-Y2 PAM-ag -9, Ba/F3 V617F tox -1, PERK inh 0.0, BaF3 tox 5, S1P4 antag -16 and S1P4 agonist 0.4.
For N#C/C(=C(\O)Cc1ccccc1)c1nc2ccccc2[nH]1 the results were Wee1 degr inh 5, eIF4E 4G PPI -26, MDM2 E3 inh -11, NPY-Y2 PAM-ag -9, Ba/F3 V617F tox 2, PERK inh -1.0, BaF3 tox 7, S1P4 antag -2 and S1P4 agonist 0.4.
`N#Cc1ccc(C(=O)Nc2ccn(-c3ccccc3)n2)cc1` gave Wee1 degr inh 0, eIF4E 4G PPI 9, MDM2 E3 inh 1, NPY-Y2 PAM-ag 3, Ba/F3 V617F tox 1, PERK inh 0.6, BaF3 tox 4, S1P4 antag 5 and S1P4 agonist -0.6.
Screening O=C(NCCN1CCOCC1)c1cc(-c2ccc(F)cc2)on1 returned Wee1 degr inh 3, eIF4E 4G PPI -3, MDM2 E3 inh -20, NPY-Y2 PAM-ag 14, Ba/F3 V617F tox -1, PERK inh 0.1, BaF3 tox -2, S1P4 antag 5 and S1P4 agonist -3.9.
`CCN(CC)S(=O)(=O)c1ccc(NCc2ccccc2)nc1` gave Wee1 degr inh 5, eIF4E 4G PPI -7, MDM2 E3 inh -13, NPY-Y2 PAM-ag -5, Ba/F3 V617F tox -4, PERK inh 0.4, BaF3 tox -3, S1P4 antag -3 and S1P4 agonist 2.2.
For COCC(C)n1c(-c2ccc3c(c2)NC(=O)CO3)csc1=Nc1ccc(OC(F)F)cc1 (centres undefined) the results were Wee1 degr inh -3, eIF4E 4G PPI 0, MDM2 E3 inh -6, NPY-Y2 PAM-ag 19, Ba/F3 V617F tox 3, PERK inh 0.0, BaF3 tox 6, S1P4 antag -2 and S1P4 agonist 3.4.
Cc1noc(C)c1S(=O)(=O)N(CC(=O)O)c1ccc2c(c1)OCO2 was read as Wee1 degr inh 4, eIF4E 4G PPI 2, MDM2 E3 inh -19, NPY-Y2 PAM-ag 8, Ba/F3 V617F tox 1, PERK inh 0.0, BaF3 tox 4, S1P4 antag -8 and S1P4 agonist 0.7.
Screening CCOC(=O)N1CCN(C(=S)Nc2ccc(C)cc2)CC1 returned Wee1 degr inh 2, eIF4E 4G PPI 21, MDM2 E3 inh 7, NPY-Y2 PAM-ag 6, Ba/F3 V617F tox 2, PERK inh 1.6, BaF3 tox 9, S1P4 antag 9 and S1P4 agonist -0.3.
For c1ccc(Nc2c3c(nc4ccccc24)CCC3)cc1 the results were Wee1 degr inh -2, eIF4E 4G PPI 0, MDM2 E3 inh -20, NPY-Y2 PAM-ag -37, Ba/F3 V617F tox 3, PERK inh -0.1, BaF3 tox 8, S1P4 antag 19 and S1P4 agonist 1.0.
Cn1c(=O)c2c(nc(SCC(=O)NC34CC5CC(CC(C5)C3)C4)n2C)n(C)c1=O was read as Wee1 degr inh -2, eIF4E 4G PPI -2[fluorescence artefact?], MDM2 E3 inh 3, NPY-Y2 PAM-ag 14, Ba/F3 V617F tox -5, PERK inh 0.6, BaF3 tox 1, S1P4 antag -5 and S1P4 agonist 4.9.
C=C1C(=O)O[C@H]2C1CC[C@@](C)(O)C13C=CC(C)(C21)C1(C3)C(=O)O[C@@H]2C3C(C)=CCC3[C@](C)(O)C[C@H](OC(C)=O)C21 (some centres undefined) was read as Wee1 degr inh 1, eIF4E 4G PPI -4, MDM2 E3 inh -2, NPY-Y2 PAM-ag -4, Ba/F3 V617F tox -6, PERK inh 0.0, BaF3 tox 2, S1P4 antag -8 and S1P4 agonist 1.3.
`COc1cc(C(=O)N2CCC(n3c(C)nc4cc(F)ccc43)CC2)cc(OC)c1OC` gave Wee1 degr inh 0, eIF4E 4G PPI 2[fluorescence artefact?], NPY-Y2 PAM-ag 1, Ba/F3 V617F tox 2, PERK inh -0.9, BaF3 tox 5, S1P4 antag -10 and S1P4 agonist 2.1.
For Cc1c(O)c2c3c(cccc3c1O)C(=O)N(c1ccccc1)C2=O the results were Wee1 degr inh -1, eIF4E 4G PPI 1, MDM2 E3 inh -2, NPY-Y2 PAM-ag 12, Ba/F3 V617F tox 0, PERK inh 0.9, BaF3 tox 7, S1P4 antag -9 and S1P4 agonist 1.2.
Screening C/C(=N\Nc1ccc([N+](=O)[O-])cc1)c1ccc(N)cc1 returned Wee1 degr inh 0, eIF4E 4G PPI -6, MDM2 E3 inh -12, NPY-Y2 PAM-ag -12, Ba/F3 V617F tox 1, PERK inh 1.0, BaF3 tox 4, S1P4 antag -22 and S1P4 agonist 7.0.
Screening O=C(Cn1nnc(-c2ccccc2F)n1)Nc1ccc(C(=O)N2CCOCC2)cc1 returned Wee1 degr inh 0, eIF4E 4G PPI 1, MDM2 E3 inh -3, NPY-Y2 PAM-ag -13, Ba/F3 V617F tox 0, PERK inh 0.5, BaF3 tox 3, S1P4 antag -13 and S1P4 agonist 0.9.
For O=C(NC1=C(NC2CCS(=O)(=O)C2)C(=O)c2ccccc2C1=O)c1ccccc1 (centres undefined) the results were Wee1 degr inh -2, eIF4E 4G PPI 8, NPY-Y2 PAM-ag -25, Ba/F3 V617F tox 6, PERK inh 1.4, BaF3 tox 6, S1P4 antag 2 and S1P4 agonist 1.1.
For Cc1[nH]n(-c2nc(-c3ccccc3)cc(=O)[nH]2)c(=O)c1CCO the results were Wee1 degr inh 3, eIF4E 4G PPI -2, MDM2 E3 inh -15, NPY-Y2 PAM-ag -5, Ba/F3 V617F tox 1, PERK inh 0.3, BaF3 tox 2, S1P4 antag 5 and S1P4 agonist 0.4.
`COc1cc(C)c(Br)cc1S(=O)(=O)NCCN1CCOCC1` gave Wee1 degr inh -1, eIF4E 4G PPI -3, MDM2 E3 inh -13, NPY-Y2 PAM-ag -1, Ba/F3 V617F tox 0, PERK inh 2.2, BaF3 tox 9, S1P4 antag -9 and S1P4 agonist -0.2.
For CCOc1ccc(-c2noc(CCC(=O)NC)n2)cc1OCC the results were Wee1 degr inh 1, eIF4E 4G PPI 0, MDM2 E3 inh -10, NPY-Y2 PAM-ag -13, Ba/F3 V617F tox -2, PERK inh 0.2, BaF3 tox -1, S1P4 antag -10 and S1P4 agonist 0.5.
For CCCCC1(Cc2ccc(OC)c([N+](=O)[O-])c2)C(=O)N(c2ccccc2)N(c2ccccc2)C1=O the results were Wee1 degr inh 1, eIF4E 4G PPI 3, MDM2 E3 inh -24, NPY-Y2 PAM-ag -1, Ba/F3 V617F tox 2, PERK inh -0.2, BaF3 tox 2, S1P4 antag -14 and S1P4 agonist -2.6.
`CCOCCCNC(=O)/C(C#N)=C/c1ccc(C)o1` gave Wee1 degr inh -2, eIF4E 4G PPI -2, MDM2 E3 inh -21, NPY-Y2 PAM-ag -2, Ba/F3 V617F tox 1, PERK inh 1.1, BaF3 tox 8, S1P4 antag -4 and S1P4 agonist 2.2.
`COc1ccccc1NNC(=O)c1cc(C(C)(C)C)nn1Cc1ccccc1` gave Wee1 degr inh -3, eIF4E 4G PPI 4, MDM2 E3 inh -11, NPY-Y2 PAM-ag 18, Ba/F3 V617F tox -2, PERK inh 0.6, BaF3 tox -2, S1P4 antag 2 and S1P4 agonist -0.6.
`O=C(Cn1nnc2ccccc21)N1CCCCC1` gave Wee1 degr inh 1, eIF4E 4G PPI -2, NPY-Y2 PAM-ag -14, Ba/F3 V617F tox -1, PERK inh -0.2, BaF3 tox -1, S1P4 antag -4 and S1P4 agonist 0.4.
`Cc1cc(Cl)ccc1NC(=S)N1CCN(Cc2ccccc2)CC1` gave Wee1 degr inh -2, eIF4E 4G PPI -4, MDM2 E3 inh -12, NPY-Y2 PAM-ag -11, Ba/F3 V617F tox 2, PERK inh 0.8, BaF3 tox 8, S1P4 antag -11 and S1P4 agonist 0.6.
Screening Cc1ccc(C(C(=O)NCCc2ccccc2)N(C(=O)c2csnn2)C2CC2)o1 (centres undefined) returned Wee1 degr inh -3, eIF4E 4G PPI -4[fluorescence artefact?], MDM2 E3 inh -10, NPY-Y2 PAM-ag -3, Ba/F3 V617F tox -1, PERK inh -0.8, BaF3 tox 0, S1P4 antag -18 and S1P4 agonist -3.2.
Screening COc1cc(/C=C2\SC(N3CCc4ccccc4C3)=NC2=O)cc(OC)c1OC returned Wee1 degr inh -1, eIF4E 4G PPI 6[fluorescence artefact?], MDM2 E3 inh -1, NPY-Y2 PAM-ag 4, Ba/F3 V617F tox 3, PERK inh 0.1, BaF3 tox 4, S1P4 antag -8 and S1P4 agonist 0.1.
COCCOC(=O)C1=C(C)NC2=C(C(=O)CCC2)C1c1ccc2c(c1)OCO2 (centres undefined) was read as Wee1 degr inh 1, eIF4E 4G PPI 12, MDM2 E3 inh -3, NPY-Y2 PAM-ag -13, Ba/F3 V617F tox 6, PERK inh -1.1, BaF3 tox 2, S1P4 antag -11 and S1P4 agonist 1.7.
`O=C(Nc1ccc(F)cc1)N1CCCN(c2ccc(C(F)(F)F)cn2)CC1` gave Wee1 degr inh 0, eIF4E 4G PPI -2, MDM2 E3 inh -6, NPY-Y2 PAM-ag 27, Ba/F3 V617F tox 8, PERK inh 0.5, BaF3 tox 4, S1P4 antag -7 and S1P4 agonist -0.8.

Screening results deposited in PubChem by several laboratories.
